# Screens deposited in PubChem by several laboratories.
# CHOP inhibitor = blocks CHOP induction under ER stress. CHO-K1 CHOP-promoter luciferase, tunicamycin-induced, 15-18 h. inhibition, % at 10 µM. 220,000 compounds, 3.8% hits. AID 2732;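 active = compounds that reduced the stress-induced luciferase reporter signal by more than about 70% of percent inhibition, limit read from the data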;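 also: 0% = tunicamycin plus vehicle and 100% = wells without tunicamycin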
# NCF1 inh = blocks human p47phox regulatory protein of NADPH oxidases. 220,000 compounds, 0.53% hits. inhibition, % at 24.7 µM. AID 1274. p47phox/p22phox peptide binding, fluorescence polarization, 2 h;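 active = inhibition above about 30%, limit read from the data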;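 also: 0% = p47phox with labelled peptide and 100% = labelled peptide alone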
# Mdm2 ligase inh = Mdm2 E3 ligase (human) inhibition; AID 1230; signal enhancement, % at 5 µM; cell-based MDM2 ubiquitination luciferase reporter, 2 h; 0 = plate control, 100 = twice control, blank-subtracted; 210,000 compounds, 0.11% hits; Q00987;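 active = signal enhancement of 30% or more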;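 also: luminescence tracks abundance of the self-degrading MDM2-luciferase fusion protein; higher signal means inhibition of MDM2 E3 ligase activity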
#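 system = mammalian cells stably expressing self-ubiquitinating, self-degrading MDM2 E3–luciferase fusion | quantity = 2000 cells per well seeded | incubation = 4 h cell settling then 2 h compound exposure, 37 °C | signal = SteadyLite luminescence, 15 min reagent step | benchmarks = plate control and blank wells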
# TNF necrop inh = blocks TNF-alpha induced death of Jurkat FADD-/- cells. Jurkat FADD-/- TNF necroptosis rescue, ATP luminescence, 24 h; 0 = TNF only, 100 = no-TNF cells. activation (protection from cell death), % at 10 µM. 220,000 compounds, 0.068% hits. AID 463075;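 active = activation, meaning protection from cell death, of at least 50% relative to plate controls; inactive = activation below 50%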;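 also: necroptosis triggered by 40 ng/mL TNF-alpha added together with compound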
# EBV gp42 block = blocks Epstein-Barr virus glycoprotein 42 binding. 220,000 compounds, 0.42% hits. inhibition, % (tested at 21.74 µM). Q1HVG2. Fluorescence polarization binding assay, mP read-out; in the data active = inhibition above about 50%
# Target sequence (Q1HVG2 whole entry, looked up): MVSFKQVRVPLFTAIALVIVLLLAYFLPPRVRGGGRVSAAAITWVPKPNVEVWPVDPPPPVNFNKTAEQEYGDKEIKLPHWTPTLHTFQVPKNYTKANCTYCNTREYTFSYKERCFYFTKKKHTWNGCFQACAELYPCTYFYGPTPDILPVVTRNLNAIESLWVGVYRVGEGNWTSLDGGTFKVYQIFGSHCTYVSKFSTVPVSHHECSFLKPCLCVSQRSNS
# zfTRPN1 agonist = activates the zebrafish TRPN1 channel | HEK293 zebrafish TRPN1-YFP, Fluo-8 calcium fluorescence; 100% = response to 87 µM carbachol | activation, % at 3 µM | 220,000 compounds, 0.18% hits | AID 1424;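 active = activation above its plate's cutoff, the mean activation of test wells on that plate plus 3 SD, cut at about 19% in these data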;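 also: 0% = DMSO alone and 100% = 87 µM carbachol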
#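 Material: zebrafish TRPN1-YFP in HEK293 cells; Doses: single test compound dose, 3 µM nominal, 0.3% DMSO; Timing: dye loading 1 h at 37 °C, then 30 min room temperature; Technique: intracellular calcium fluorescence with Fluo-8; Benchmarks: high carbachol 87 µM, low DMSO alone.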
# Runt-SMMHC FRET = inhibitors of human RUNX1 Runt domain binding to CBFb-SMMHC. Q01196+Q13951. Cerulean-Runt/Venus-CBFb-SMMHC FRET ratio 530/480, 1 h. AID 1434. 220,000 compounds, 0.74% hits. inhibition, % at 20 µM;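 active = mean inhibition across duplicate retests at 20 µM reaching about 50%, limit read from the data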;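 also: 0% = DMSO wells and 100% = wells with excess untagged CBFb-SMMHC; inhibitors lower the FRET ratio by blocking Runt binding to CBFb-SMMHC; some results filed as inactive read as strong as hits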
# PPC-1+TRAIL kill = kills PPC-1 cancer cells in the presence of TRAIL | cell killing (% activity), % at 4 µM | PPC-1 cells + TRAIL, ATPLite viability luminescence | 220,000 compounds, 0.41% hits;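 active = cell killing above 50% in the first pass at 4 µM, then a duplicate retest at 5 µM averaging 50% or more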;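 also: plate controls were cells with TRAIL plus DMSO for no effect and medium-only wells lacking cells for full effect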
# TRPML3 agonist = activates the human TRPML3 channel. HEK293 TRPML3-YFP, Fluo-8 calcium fluorescence; 100% = the carbachol control signal. Q8TDD5. 220,000 compounds, 0.29% hits. activation, % at 3 µM;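 active = activation above its plate's cutoff, the mean activation of the plate's test wells plus 3 SD, cut at about 12% in these data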;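 also: 0% = DMSO only wells and 100% = carbachol wells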
# Target sequence (Q8TDD5 whole entry, looked up): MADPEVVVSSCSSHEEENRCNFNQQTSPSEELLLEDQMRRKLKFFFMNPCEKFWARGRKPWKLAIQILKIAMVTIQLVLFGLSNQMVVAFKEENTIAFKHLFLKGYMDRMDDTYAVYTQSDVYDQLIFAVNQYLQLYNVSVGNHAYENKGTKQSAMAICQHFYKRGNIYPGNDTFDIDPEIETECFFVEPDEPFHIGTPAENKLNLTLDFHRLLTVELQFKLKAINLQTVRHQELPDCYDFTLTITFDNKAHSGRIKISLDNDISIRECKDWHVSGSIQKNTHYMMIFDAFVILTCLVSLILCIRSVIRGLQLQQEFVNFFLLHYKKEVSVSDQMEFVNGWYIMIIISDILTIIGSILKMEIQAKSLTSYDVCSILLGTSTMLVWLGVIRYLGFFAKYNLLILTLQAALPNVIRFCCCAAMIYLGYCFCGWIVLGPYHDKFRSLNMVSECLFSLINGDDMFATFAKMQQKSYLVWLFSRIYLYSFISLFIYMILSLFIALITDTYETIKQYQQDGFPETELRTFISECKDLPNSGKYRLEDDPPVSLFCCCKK
#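 Test system: HEK293 cells stably carrying human TRPML3-YFP; Doses: single dose, 3 µM final nominal compound, 0.3% DMSO final; Schedule: dye loading 1 h 37 °C then 30 min ambient, 125 s read; Technique: Fluo-8 calcium fluorescence; Benchmarks: high control carbachol 87 µM, low control DMSO.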
# * marks the source's active call; other numbers are inactive results; x = no result given. An unsorted share of the library; 5.9% or so of the library scored in one or more.
# Each structure is followed by: CHOP inhibitor, NCF1 inh, Mdm2 ligase inh, TNF necrop inh, EBV gp42 block, zfTRPN1 agonist, Runt-SMMHC FRET, PPC-1+TRAIL kill, TRPML3 agonist
> Cc1cc2c(N3CCCCC3C)ncnc2s1 (centres undefined)
→ 37.3, 6.2, -2.6, -2.5, -8.1, 2.8, 1.4, 19.4, -0.1
> CC12c3ccccc3C(c3ccccc31)C1C(=O)N(Cc3cccnc3)C(=O)C12 (centres undefined)
→ -17.9, -13.4, 6.1, -4.8, -24.2, 0.6, 2.8, 5.8, 0.2
> Cc1ccc(C(=O)Nc2ccc(S(=O)(=O)N3CCc4ccccc4C3)cc2)o1
→ 33.1, -12.8, -17.4, -0.8, -6.6, -0.8, -0.3, -16.3, -0.4
> Cc1ccc(O)c(C2=NCCNC(C(F)(F)C(F)F)=C2)c1
→ 18.6, -7.4, 8.0, 0.0, -8.7, 0.8, -4.7, -31.7, 1.2
> CCN(CC)S(=O)(=O)c1ccc(NC(=O)c2cc(-c3ccccc3)nc3ccccc23)cc1
→ 37.9, -9.8, -16.0, 0.2, 7.9, 1.5, 5.9, -0.6, 3.8
> Cc1cccc(NC(=O)CSc2nnc(-c3ccccc3)n2N)c1
→ 19.8, -10.2, -2.6, 0.5, -9.4, 0.0, -7.9, 13.9, -0.7
> O=C(N/N=C/c1ccc(OC(=O)c2ccc3c(c2)OCO3)cc1)c1cncc(Br)c1
→ -6.2, -18.1, -14.2, 1.7, -41.4, 0.2, 1.1, 14.7, 0.8
> CCn1c(NCc2ccccn2)nc2ccccc21
→ 24.2, -7.7, 12.2, 0.5, -16.6, -0.9, 3.5, 11.2, -0.2
> COc1cc2c(=O)n(Cc3ccco3)c(=O)n(CC(=O)c3ccc(Br)cc3)c2cc1OC
→ 43.6, -8.9, 3.0, 0.8, -2.9, 3.3, 0.5, 13.4, 0.9
> CNC(=O)N(O)C1N(C)C(=O)N(CC(=O)OC)C1(C)C (centres undefined)
→ -17.0, -3.7, -5.3, -2.1, -26.4, 1.4, -8.0, 5.7, 1.7
> COc1ccc(N=C2NC(=O)CS2)c([N+](=O)[O-])c1
→ -10.3, 0.5, -59.9, -0.2, -2.5, -0.6, -4.2, 3.4, -0.2
> O=C1CC(N(O)c2ccccc2)C(=O)N1c1cc(Cl)cc(Cl)c1 (centres undefined)
→ 1.9, -10.7, -0.8, 1.5, -21.9, -0.7, -6.1, -14.7, 0.5
> O=C(Nc1nc(-c2ccccn2)cs1)c1ccc2c(c1)OCCO2
→ 33.0, -16.8, -29.8, -0.7, -0.7, 6.2, -0.8, 49.4, 2.9
> N#CCCn1c(SCC(=O)NCC2CCCO2)nc2ccccc21 (centres undefined)
→ 37.6, -7.7, 1.8, 1.1, -24.6, 1.0, 2.0, 15.3, 0.3
> CCC(=O)N(Cc1ccccc1)c1ccccn1
→ 22.2, 11.2, -10.2, 0.6, -7.8, -0.8, 0.9, 32.7, 0.3
> CCCN1Cc2cccc(C(=O)Nc3ccc(CC)cc3)c2C1=O
→ 25.8, -17.0, -11.1, 0.9, -7.5, -0.8, 0.1, -17.5, 0.3
> NC1=NC(c2ccc(F)cc2)n2c(nc3ccccc32)N1 (centres undefined)
→ 49.9, -8.6, -3.2, 1.1, -22.0, 0.3, -0.8, 4.7, 1.6
> Cc1cc(C)n2nc(C(=O)N/N=C/c3ccco3)nc2n1
→ 17.4, -2.1, -22.4, -0.6, -14.1, -0.4, -4.0, 4.5, 0.2
> O=C(CSc1ccc(Cl)cc1)N1CCN(c2ccc(Cl)cc2[N+](=O)[O-])CC1
→ 41.3, -30.5, 0.1, -5.5, -34.1, -0.9, 0.0, 6.7, -1.3
> CCN(CC)c1ccc(C(=O)N/N=C/c2ccc(OC)cc2OC)cc1
→ 8.7, -4.7, -10.5, -0.4, -8.3, 0.2, 0.4, 10.8, -0.1
> CCOc1ccccc1C1C(C(=O)Nc2ccccc2OC)=C(C)Nc2nnnn21 (centres undefined)
→ 49.0, -10.0, -14.1, 0.5, -6.5, 1.3, -1.4, -2.1, 0.9
> COCCNC(=O)CCCn1c(=O)c2cc(OC)c(OC)cc2n(CC(=O)Nc2ccc(F)cc2)c1=O
→ -4.5, 6.2, -3.7, 1.4, 2.5, 2.3, 3.4, x, -0.2
> O=C(CN1CCN(Cc2ccccc2)CC1)N1N=CCC1c1ccccc1 (centres undefined)
→ -17.2, -5.0, -8.2, 9.3, -14.8, -0.4, -4.7, 21.9, -0.1
> CC1CCc2c(sc3ncnc(NCCCOC(C)C)c23)C1 (centres undefined)
→ 47.5, -9.1, 2.4, 1.5, -6.5, -0.8, -6.9, -7.6, -0.9
> COC(=O)CN1C(=O)C(C)(C)Oc2ccc(C(=O)NC3CC3)cc21
→ -0.3, -11.2, -10.9, 1.0, -20.2, 2.4, -0.8, -3.5, 1.1
> Cc1cc(S(=O)(=O)NC(C)C)ccc1OCC(=O)N1CCOCC1
→ -4.5, 0.2, -10.8, -0.3, -14.1, 1.3, -1.7, -12.2, 1.0
> S=c1[nH]nc(COc2ccccc2)n1/N=C/c1cccs1
→ -21.0, 5.6, -10.2, 0.9, -137.8, -0.5, 16.0, -1.9, 0.0
> COc1ccccc1-n1c(SCC(=O)N2CCOCC2)nc(O)c(Cc2ccccc2)c1=O
→ -9.2, -12.2, -8.4, 0.6, -20.0, 0.1, -0.2, 26.4, 1.0
> COc1ccc(C2C3=C(CC(C)(C)CC3=O)Nc3n[nH]c(C)c32)cc1 (centres undefined)
→ 12.3, -18.2, -21.4, 4.6, -7.1, -0.5, 0.5, 0.6, -0.3
> COc1ccc2cc3cc(C(=O)NCCN4CCc5ccccc5C4)oc3nc2c1
→ 23.7, -3.6, -8.3, -9.2, -15.4, 1.6, 1.0, 0.8, 1.4
> CCC(C)Nc1nc(SC(C(C)=O)C(C)=O)nc(N(C)C)n1 (centres undefined)
→ 23.5, -7.9, -12.3, -1.3, -10.6, -0.8, 4.7, 4.1, -0.2
> Cc1nnc(SCC(=O)N(C)c2c(N)n(Cc3ccccc3)c(=O)[nH]c2=O)n1Cc1ccccc1
→ 5.9, -19.2, -4.6, -0.8, -12.6, -0.3, 0.0, -19.2, 0.6
> Cc1ccc(-c2oc3ccccc3c(=O)c2OCC(=O)O)cc1
→ 2.9, -1.3, -3.8, -1.2, -5.6, 1.6, -0.3, 2.0, 0.1
> OCCN(CCO)c1ncnc2c1oc1ccc(Br)cc12
→ 16.2, 5.8, -4.7, 0.4, -10.2, 2.0, -8.3, 26.2, 1.0
> O=C(NCc1nnc(SCC(=O)N2CCCC2)o1)c1ccccc1F
→ 6.2, -13.8, 4.8, 0.2, -4.8, -1.5, -0.9, 14.6, -0.2
> CN1CCN(C(=O)c2cnn(-c3ccccc3)c2NC(=O)c2ccccc2F)CC1
→ -1.9, -7.2, -0.3, -3.1, -10.8, -0.7, 5.4, 5.7, 0.4
> Cc1cccn2cc(-c3cccc(NC(=O)c4cccs4)c3)nc12
→ -0.2, -15.6, -11.7, -0.5, -2.5, 0.4, 2.6, 30.7, -0.5
> COc1ccc(NC(=O)Cn2nnc3sc4c(c3c2=O)CC(C)(C)OC4)cc1
→ 14.1, -3.8, -0.4, 4.0, -8.4, 1.8, -4.1, -3.1, 1.0
> CCOc1ccc(CCNC(=O)C(O)c2ccccc2)cc1 (centres undefined)
→ -5.3, 1.5, -16.4, 6.2, 6.6, -0.7, -0.2, -5.5, 0.1
> CCOc1cnc(-c2c(-c3c(Cl)cccc3Cl)noc2C)o1
→ 43.3, -7.2, -12.2, -1.1, 2.1, -3.3, 3.6, 0.6, -1.2
> CC(C)N(C)C(=O)C(=O)c1cccn1-c1cccc(Cl)c1C#N
→ 0.8, -3.3, -1.1, -0.1, 1.2, 1.1, 1.7, -2.7, 0.9
> O=[N+]([O-])c1ccccc1S(=O)(=O)N1CCN(Cc2ccsc2)CC1
→ 21.0, 6.1, -6.7, 3.3, 3.2, 0.2, -1.5, -9.7, 0.8
> Cc1cc(C)nc(NS(=O)(=O)c2ccc(N/C=C3\CCCC3=O)cc2)n1
→ 1.8, -12.7, 7.2, -1.2, -7.3, -0.4, -0.8, 19.7, 0.8
> O=C1c2ccccc2NC(c2ccccc2)N1c1ccc(O)cc1 (centres undefined)
→ 30.3, -5.8, -6.3, -2.7, -2.3, -1.6, 3.4, 7.4, 0.3

# 12 entries from above, reformatted:
molecule,CHOP inhibitor,NCF1 inh,Mdm2 ligase inh,TNF necrop inh,EBV gp42 block,zfTRPN1 agonist,Runt-SMMHC FRET,PPC-1+TRAIL kill,TRPML3 agonist
Cc1ccc(-c2oc3ccccc3c(=O)c2OCC(=O)O)cc1,2.9,-1.3,-3.8,-1.2,-5.6,1.6,-0.3,2.0,0.1
OCCN(CCO)c1ncnc2c1oc1ccc(Br)cc12,16.2,5.8,-4.7,0.4,-10.2,2.0,-8.3,26.2,1.0
O=C(NCc1nnc(SCC(=O)N2CCCC2)o1)c1ccccc1F,6.2,-13.8,4.8,0.2,-4.8,-1.5,-0.9,14.6,-0.2
CN1CCN(C(=O)c2cnn(-c3ccccc3)c2NC(=O)c2ccccc2F)CC1,-1.9,-7.2,-0.3,-3.1,-10.8,-0.7,5.4,5.7,0.4
Cc1cccn2cc(-c3cccc(NC(=O)c4cccs4)c3)nc12,-0.2,-15.6,-11.7,-0.5,-2.5,0.4,2.6,30.7,-0.5
COc1ccc(NC(=O)Cn2nnc3sc4c(c3c2=O)CC(C)(C)OC4)cc1,14.1,-3.8,-0.4,4.0,-8.4,1.8,-4.1,-3.1,1.0
CCOc1ccc(CCNC(=O)C(O)c2ccccc2)cc1 (centres undefined),-5.3,1.5,-16.4,6.2,6.6,-0.7,-0.2,-5.5,0.1
CCOc1cnc(-c2c(-c3c(Cl)cccc3Cl)noc2C)o1,43.3,-7.2,-12.2,-1.1,2.1,-3.3,3.6,0.6,-1.2
CC(C)N(C)C(=O)C(=O)c1cccn1-c1cccc(Cl)c1C#N,0.8,-3.3,-1.1,-0.1,1.2,1.1,1.7,-2.7,0.9
O=[N+]([O-])c1ccccc1S(=O)(=O)N1CCN(Cc2ccsc2)CC1,21.0,6.1,-6.7,3.3,3.2,0.2,-1.5,-9.7,0.8
Cc1cc(C)nc(NS(=O)(=O)c2ccc(N/C=C3\CCCC3=O)cc2)n1,1.8,-12.7,7.2,-1.2,-7.3,-0.4,-0.8,19.7,0.8
O=C1c2ccccc2NC(c2ccccc2)N1c1ccc(O)cc1 (centres undefined),30.3,-5.8,-6.3,-2.7,-2.3,-1.6,3.4,7.4,0.3
